Assay outcomes deposited in PubChem BioAssay by several laboratories.
FXIa inh = blocks human coagulation factor XIa protease activity. P03951. purified FXIa, Boc-Glu-Ala-Arg-AMC fluorogenic substrate. inhibition, % at 5 µM. hit rate 0.14% among 220,000. AID 798;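 active = inhibition of at least 40%; inactive = inhibition below 40%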;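 note: fluorescence of freed AMC excited at 355 nm; 0% = enzyme without compound and 100% = no enzyme blank; many of its hits are not listed in these tables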
Wee1 degr inh = blocks degradation of human Wee1 kinase; HeLa Luc-Wee1K328M stability, luciferase luminescence; 100% = proteasome inhibitor MG132 effect; reporter increase, % at 5 µM; hit rate 1.2% among 220,000;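 active = activation above the mean of all tested compounds plus 3 SD, set per screening run, cut at about 8.8% in these data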;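 note: cells exposed to compound for 20 h before luminescence read; 0% = DMSO alone and 100% = MG132 at 30 µM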
TNF death inh = TNF-alpha cell death inhibition in Jurkat FADD-/- cells. Jurkat FADD-/- TNF necroptosis rescue, ATP luminescence, 24 h; 0 = TNF only, 100 = no-TNF cells. activation (protection from cell death), % at 10 µM. hit rate 0.068% among 220,000. AID 463075;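 active = activation, meaning protection from cell death, of at least 50% relative to plate controls; inactive = activation below 50%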;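 note: necroptosis triggered by 40 ng/mL TNF-alpha added together with compound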
CHOP inh = CHOP inhibition in unfolded protein response | CHO-K1 CHOP-promoter luciferase, tunicamycin-induced, 15-18 h | inhibition, % at 10 µM | hit rate 3.8% among 220,000 | AID 2732;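 active = compounds that reduced the stress-induced luciferase reporter signal by more than about 70% of percent inhibition, limit read from the data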;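 note: 0% = tunicamycin plus vehicle and 100% = wells without tunicamycin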
EP2 antag = EP2 receptor (human) inhibition | hit rate 0.52% among 260,000 | C6 glioma cells expressing human EP2, cAMP TR-FRET; cells stimulated with saturating PGE2 | inhibition, % at 25 µM | AID 1422;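 active = percent inhibition above 40 after rounding to a whole number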;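 note: rat C6 glioma host cells with rolipram phosphodiesterase inhibitor present; the protocol text gives 20 µM as final concentration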
Target sequence (P43116 whole entry, looked up): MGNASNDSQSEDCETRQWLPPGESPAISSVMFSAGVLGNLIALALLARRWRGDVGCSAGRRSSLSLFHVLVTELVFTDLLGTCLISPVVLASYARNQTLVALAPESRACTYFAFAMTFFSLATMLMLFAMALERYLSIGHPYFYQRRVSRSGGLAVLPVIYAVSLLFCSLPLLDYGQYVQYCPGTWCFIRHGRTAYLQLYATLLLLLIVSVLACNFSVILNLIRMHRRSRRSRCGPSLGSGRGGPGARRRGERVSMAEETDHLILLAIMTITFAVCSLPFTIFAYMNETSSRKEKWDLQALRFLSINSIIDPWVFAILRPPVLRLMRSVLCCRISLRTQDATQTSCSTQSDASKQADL
TbHK1 inh = blocks Trypanosoma brucei hexokinase 1 activity; AID 1430; inhibition, % at 10 µM; recombinant TbHK1, G6PDH-coupled NADH A340; hit rate 0.11% among 220,000;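 active = inhibition of 50% or more in the single-dose primary screen; inactive = inhibition below 50%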
PPC-1+TRAIL kill = kills PPC-1 cancer cells in the presence of TRAIL; PPC-1 cells + TRAIL, ATPLite viability luminescence; cell killing (% activity), % at 4 µM; AID 1443; hit rate 0.41% among 220,000;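 active = cell killing above 50% in the first pass at 4 µM, then a duplicate retest at 5 µM averaging 50% or more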;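 note: plate controls were cells with TRAIL plus DMSO for no effect and medium-only wells lacking cells for full effect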
zVAD death inh = L929 zVAD cell death inhibition; L929 zVAD necroptosis rescue, ATP luminescence, 24 h; with zVAD 60 µM; AID 1377; viability rescue, % at 10 µM; hit rate 0.38% among 220,000;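 active = activation, scaled between plate controls, above about 75%, limit read from the data; inactive = activation under that limit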;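 note: 0% = zVAD with DMSO and 100% = DMSO alone without zVAD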
FXIIa inh 1536 = inhibitors of human coagulation factor XIIa; P00748; purified FXIIa, Boc-QGR-AMC fluorogenic substrate, 2 h; inhibition, % at 5 µM; hit rate 0.3% among 220,000; in the data active = inhibition above about 40%;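 note: 0% = enzyme with no compound and 100% = blank without enzyme; many of its hits are not listed in these tables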
Target sequence (P00748 20-372 limits assumed): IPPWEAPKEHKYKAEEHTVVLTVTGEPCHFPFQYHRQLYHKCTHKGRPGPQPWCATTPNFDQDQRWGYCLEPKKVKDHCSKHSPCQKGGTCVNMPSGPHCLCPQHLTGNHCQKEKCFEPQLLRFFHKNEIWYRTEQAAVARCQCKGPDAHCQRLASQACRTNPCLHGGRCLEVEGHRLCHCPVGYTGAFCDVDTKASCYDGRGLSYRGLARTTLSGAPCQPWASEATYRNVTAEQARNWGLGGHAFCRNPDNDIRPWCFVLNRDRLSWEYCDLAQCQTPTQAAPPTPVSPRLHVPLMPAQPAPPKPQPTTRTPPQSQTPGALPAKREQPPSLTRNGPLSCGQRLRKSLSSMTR
Target sequence (P00748 373-615 limits assumed): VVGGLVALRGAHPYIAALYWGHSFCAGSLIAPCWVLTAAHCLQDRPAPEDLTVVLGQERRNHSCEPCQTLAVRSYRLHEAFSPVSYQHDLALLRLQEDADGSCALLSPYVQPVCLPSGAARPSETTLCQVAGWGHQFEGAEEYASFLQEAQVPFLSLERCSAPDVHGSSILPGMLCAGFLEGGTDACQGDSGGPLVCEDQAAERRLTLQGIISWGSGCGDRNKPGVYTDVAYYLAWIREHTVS
Starred values were filed as active, the others as inactive; . = not tested or not shown; & = joins results of further samples. This is a subset; count on the stated rates, not on these rows.

SMILES	FXIa inh	Wee1 degr inh	TNF death inh	CHOP inh	EP2 antag	TbHK1 inh	PPC-1+TRAIL kill	zVAD death inh	FXIIa inh 1536
N#Cc1ccc(OCC(O)CS(=O)(=O)c2ccccc2)cc1 (stereo not given)	-2	-2	0.2	-1	14	-3	-6	0.3	5
O=CN1CCN(C(=O)c2ccccc2F)CC1	2	1	0.2	15	15	-7	-12	0.4	-1
C/C(=N\NC(=O)COc1ccc(C(C)(C)C)cc1)c1ccc(-n2ccnc2)cc1	6	1	2.3	95*	9	0	6	0.7	11
O=C(COC(=O)c1cccc(S(=O)(=O)N2CCCC2)c1)Nc1ccccc1	-3	-1	0.9	29	9	-3	-17	1.9	1
COc1ccc(N(CC(=O)Nc2cc(C)ccc2OC)S(=O)(=O)c2c(C)noc2C)cc1	2	1	-5.9	8	11	-6	17	1.5	4
CCCCCCCN1N=C(C)C(C(=O)c2ccccc2)C1=O (stereo not given)	1	1	0.7	23	.	-10	6	0.0	12
COc1ccc(-n2c(SC)nc(O)cc2=O)cc1	-1	-2	0.2	22	4	-6	17	1.9	18
OC1CCN(C(=S)Nc2ccc(Oc3ccccc3)cc2)CC1	2	9	0.6	19	2	9	5	-0.7	9
NC(=O)CC(NC(=O)Cc1cccc2ccccc12)c1ccc(NCC2CC2)c([N+](=O)[O-])c1 (stereo not given)	-8	.	0.8	12	14	8	17	0.5	2
CCOC(=O)C1=C(C)OC(N)=C(C#N)C1c1ccc(C)o1 (stereo not given)	4	2	-0.4	13	5&14	-29	5	0.3	15
CCN(CC(=O)NCCc1ccccc1)S(=O)(=O)c1ccc(Br)cc1	-2	0	-3.3	41	1	4	-4	0.2	1
CC1(c2nnc(-c3ccc(F)cc3)o2)CC(c2ccc(F)cc2)=NO1 (stereo not given)	3	.	6.8	14	10	-8	20	0.2	4
O=C(COC(=O)C1CC(=O)N(Cc2ccccc2)C1)Nc1ccc2c(c1)OCO2 (stereo not given)	8	1	2.9	9	10	-6	5	1.6	18
CCn1cc(/C=C(\NC(=O)c2ccc(OC)c(OC)c2)C(=O)NCCCO)c2ccccc21	-8	0	0.2	8	5	-53	21	1.2	-1
CC(C)(C)OC(=O)N1CCC[C@H]1C(=O)N/N=C/c1cccc2cccnc12	-3	0	0.8	10	5	-33	13	-0.5	14
CCS(=O)CCSc1nc2ccccc2s1 (stereo not given)	-1	-1	0.4	45	9&5	2	15	-0.1	11
Cc1[nH]c2ccccc2c1Cc1nnc(SCC(N)=O)o1	3	0	1.6	-15	6	4	-3	0.9	9
COc1ccccc1NS(=O)(=O)c1cc(NC(=O)Nc2ccccc2)ccc1N1CCCCC1	12	4	3.2	56	14	10	14	36	22
O=C(N/N=C/c1ccc([N+](=O)[O-])cc1)c1cccc2cc[nH]c12	-3	4	-1.0	-2	4	-2	-3	0.3	3
Cc1ccc(C(=O)n2nnc3ccccc32)cc1[N+](=O)[O-]	7	-4	2.1	-4	7	1	6	.	11
CCO/C(C)=N/n1c2nc3ccccc3nc2c2c(=O)n(CC(C)C)c(C)nc21	8	-2	-1.1	-1	8	-31	-1	1.9	10
COc1ccccc1OCCNC(=O)c1cc([N+](=O)[O-])cc([N+](=O)[O-])c1	2	-1	-1.0	17	5	5	13	0.4	11
CCCC(=O)Nc1ccc(-c2ccc(NC(=O)CCC)cc2)cc1	5	3	2.8	10	1	-12	26	0.3	12
Cc1cc(C)cc(C(=O)N2CCN=C2SCc2ccc([N+](=O)[O-])cc2)c1	3	4	2.6	11	3	1	-28	0.8	8
CC(C)CCn1c(O)c(N=NC(=O)c2ccco2)c2ccccc21	0	-1	-2.6	83*	1	-7	23	.	9
CCCC/C(O)=C/c1nc2ccccc2[nH]c1=O	2	-1	-4.0	-16	7	-6	2	0.0	7
CN(C)c1ccc(/C=N/NC(=O)c2cc(=O)[nH]c3ccccc23)cc1	6	1	3.7	6	8	-65	8	-0.1	10
Cc1cccc(Cn2nnc3c2C(=O)c2ccccc2C3=O)c1	10	-2	-2.8	-9	15	-1	33	-0.8	14
Cc1nn(-c2ccccc2)c2c1C(c1ccco1)C(C#N)=C(N)O2 (stereo not given)	5	-2	0.7	9	11	-6	9	0.3	7
O=C(CSc1nc2ccccc2[nH]1)Nc1c(F)cccc1F	-2	1	-0.1	6	12	2	-10	0.5	12
CC(C)CCNC(=O)NC(=O)CSc1nnc(-c2ccccc2F)n1N	14	-1	-1.8	-13	11	4	5	1.1	-2
O=C(COC(=O)Cc1ccc(S(=O)(=O)N2CCOCC2)s1)NCc1ccccc1	15	1	-3.5	24	4	-1	7	0.4	22
O=C(CCC1CCCC1)Nc1cccc(Cc2ccncc2)c1	1	-4	6.3	21	7	6	7	74	10
Cc1cc(C(=O)COC(=O)c2ccccc2O)c(C)n1Cc1cccs1	4	-4	-3.5	109*	2	-1	-2	-0.4	13
O=c1[nH]c(-c2ccco2)nc2sc3c(c12)CCCC3	6	4	0.5	-4	16	5	26	0.8	9
O=C(NC1CCN(C(=O)c2cccs2)CC1)c1ccccc1	1	-2	2.1	15	5	31	-2	0.4	2
CN(C)c1c(F)cc(-c2nn[nH]n2)cc1F	0	-2	-0.6	-5	10	-4	8	0.5	6
N#C/C(=C\c1ccc(-c2cccc(Cl)c2)o1)C(=O)Nc1cccc2cccnc12	-2	1	0.6	16	13	-1	-24	-0.7	5
Cc1ccc(C(=O)NCc2ccco2)cc1S(=O)(=O)N1CCOCC1	0	0	0.7	-2	12	-2	31	1.0	15
COc1ccc(N2CCN(CCCNC(=O)C3CCCN(S(=O)(=O)c4c(C)n[nH]c4C)C3)CC2)cc1 (stereo not given)	-3	-3	1.2	9	7	-5	-15	-0.3	9
CC(C)N(CCn1cnc2c([nH]c3ccccc32)c1=O)C(C)C	-4	7	8.0	10	8	-12	7	-0.4	8
Cc1ccc(N2C(=O)c3cccc4c([N+](=O)[O-])ccc(c34)C2=O)c2cccnc12	0	8	-15	95*	4	-14	37	-0.9	5
O=C1OCC2=C1C(c1ccc(F)cc1)Sc1ccccc1N2 (stereo not given)	4	1	-6.0	20	.	-4	0	-0.4	2
COc1ccccc1CNC(=O)C1CCN(C(=O)N(C)C)CC1	5	4	-0.6	10	3	-3	10	-1.0	26
Cc1cccc(NC(=O)CCN2CC(C)OC(C)C2)c1 (stereo not given)	-4	-2	1.0	-28	9&2	17	-20	0.6	4
CC1CCCCN1C(=O)CNCC1CCCO1 (stereo not given)	3	-2	0.5	28	12	-5	12	8.1	12
Cc1cccc(C)c1NC(=O)CSCc1cccc(CSCC(=O)Nc2c(C)cccc2C)n1	-4	-1	1.6	15	32	-2	12	0.0	10
Cc1ccc(-c2nnc(N3CCC(C)CC3)c3ccccc23)cc1	2	-3	27	84*	8	-3	19	-0.4	6
CC(C)CC(=O)NCC(C)NC(=O)CC(C)C (stereo not given)	-2	-1	-0.5	-10	6	-1	9	0.1	11
O=C1Nc2ccccc2C12OCCCCO2	0	1	-2.4	-21	17	-4	25	0.2	15
COc1ccccc1C(CCN(Cc1cccs1)C(C)=O)c1ccco1 (stereo not given)	-5	-3	0.0	-7	9	3	22	-0.2	7
O=C(c1ccc(Br)o1)N1CCN=C1SCc1cccc(F)c1	4	-1	2.5	70	16	-8	-1	1.8	12
CCCCNc1c([N+](=O)[O-])cc(C)cc1[N+](=O)[O-]	-3	2	-5.9	65	1	5	28	0.1	20
Cn1c(O)c(N=NC(=O)C2COc3ccccc3O2)c2ccccc21 (stereo not given)	4	-3	0.2	14	2	-30	-9	0.1	6
Fc1cccc(Cl)c1CNCc1ccccc1Cl	7	1	0.2	54	-5	-1	3	-0.1	1
COc1ccc(CNC(=O)c2ccccc2SC)cc1	-3	-1	-0.8	10	17	1	-18	0.1	11
Cc1cc2c(C)nc(N/N=C/c3ccc(F)cc3)nc2o1	9	1	19	-9	3	-37	10	4.9	7
Cc1ccc2c(C)nc(Nc3nc(CSc4nnc(C)s4)cc(=O)[nH]3)nc2c1	-1	-2	-1.4	38	9	-10	-18	0.2	9
N#Cc1cccc(Oc2ccc(-c3cnc4ccccc4n3)cc2)c1C#N	5	-2	4.0	8	7	-5	20	8.6	16
CCn1c(SCC(=O)NCc2ccco2)nc2c1c(=O)n(C)c(=O)n2C	2	-2	-4.1	21	6&10	-2	-19	-0.1	13

(cont.)
SMILES	FXIa inh	Wee1 degr inh	TNF death inh	CHOP inh	EP2 antag	TbHK1 inh	PPC-1+TRAIL kill	zVAD death inh	FXIIa inh 1536
CCCCNC(=O)CSc1nc2ccc(NC(=O)CSc3nnc(COc4ccccc4C)n3C)cc2s1	9	0	2.3	10	.	-20	3	-1.2	15
C=CCOC(=O)/C(=C\C=C\c1ccccc1)NC(=O)c1ccccc1	2	0	2.3	16	3	-36	-9	1.1	9
CC(CCc1ccccc1)NCC(O)COc1ccccc1 (stereo not given)	0	0	2.5	37	4	7	16	-0.7	7
CC(C)c1ccc(OCC(=O)N(Cc2ccccc2)c2ccccn2)cc1	3	0	1.9	59	3	5	29	1.0	13
COc1ccccc1OCC(=O)Nc1cc(Cl)ccc1Oc1ccccc1	-6	0	1.8	30	10	-1	-2	0.5	1
CCOC(=O)c1sc(NC(=O)c2cccnc2)nc1C	-4	.	-0.1	-54	11	-34	-3	0.8	6
Cc1ccc(NN=Nc2nc3c([nH]2)c(=O)n(C)c(=O)n3C)cc1	2	-1	-1.4	2	5	-1	0	-0.3	10
CC12CCC(C(=O)Nc3cccc4ccccc34)(C1Br)C2(C)C (stereo not given)	-4	0	-2.6	54	10	-5	-2	1.4	9
CCOC(=O)C1CCCc2c1[nH]c1c(C(=O)O)cccc21 (stereo not given)	2	-3	0.4	-19	4	3	0	2.9	21
Cc1nn(C)c(C)c1C1Nc2ccccc2C(=O)N1O (stereo not given)	-1	3	-1.0	1	9	-5	-14	-0.1	11
O=C(NCc1ccco1)c1cc2c(s1)CSC2	3	3	-1.3	-8	8	3	9	0.2	23
CCOc1ccc2[nH]c(=O)c(C(c3nnnn3C3CCCCC3)N3CCN(C)CC3)cc2c1 (stereo not given)	36	1	-0.1	1	.	-13	13	0.0	48*
COc1ccc(N2CCN(CC(=O)Nc3ccc(SC(F)F)cc3)CC2)cc1	-5	-3	3.2	16	6	-3	8	0.4	-1
CSc1ccc(S(=O)(=O)Nc2ccc(F)cc2)cc1	28	0	13	-4	11	9	22	0.5	20
O=C1c2ccccc2CCC1C(O)c1ccccn1 (stereo not given)	-8	1	-0.2	-18	12	5	2	3.3	-2
COc1ccccc1-n1cnc2cc(NCc3ccccn3)ccc21	-1	-1	-4.4	31	6	-3	17	0.6	0
Cc1c(NC(=O)COC(=O)c2cc(-c3cccc4ccccc34)nc3ccccc23)c(=O)n(-c2ccccc2)n1C	4	-2	1.0	16	11	-18	3	0.0	4
